# High-throughput results deposited in PubChem BioAssay by The Scripps Research Institute Molecular Screening Center.
# GPR151 ag = activators of human GPR151, primary screen, cell-based, PathHunter beta-arrestin, luminescence. actives 1% (n = 650,000). PathHunter beta-arrestin GPR151 cells. G-protein coupled receptor 151 (Homo sapiens), Q8TDV0. activation, % at 11.2 µM; in the data active = activation above about 4.9%;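 note: 0% = median of compound wells and 100% = cells with positive control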
# Target sequence (Q8TDV0 whole entry, looked up): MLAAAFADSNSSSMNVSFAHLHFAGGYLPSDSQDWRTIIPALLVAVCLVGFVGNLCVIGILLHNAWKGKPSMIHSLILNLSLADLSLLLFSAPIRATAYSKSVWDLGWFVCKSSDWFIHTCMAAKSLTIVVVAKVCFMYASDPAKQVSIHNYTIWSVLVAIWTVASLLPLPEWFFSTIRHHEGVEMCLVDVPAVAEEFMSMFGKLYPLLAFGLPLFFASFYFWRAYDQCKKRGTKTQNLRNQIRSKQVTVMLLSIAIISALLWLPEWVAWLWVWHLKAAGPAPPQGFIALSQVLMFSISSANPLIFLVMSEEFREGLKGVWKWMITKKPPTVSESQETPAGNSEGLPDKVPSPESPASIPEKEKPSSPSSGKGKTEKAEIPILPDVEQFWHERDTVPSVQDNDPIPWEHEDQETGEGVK
# TEAD-YAP inh = TEAD-YAP interaction inhibition, primary screen, TEAD-YAP interaction inhibitor project, luminescence, HEK-TIYL cells; TEAD-Gal4/YAP UAS-luciferase luminescence; inhibition, % at 9.12 µM; actives 1.4% (n = 640,000); in the data active = inhibition above about 32%;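 note: 0% = median of test compound wells and 100% = reference inhibitor wells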
# MITF primary = MITF inhibitors, primary screen, biochemical, AlphaScreen, human; Microphthalmia-associated transcription factor (Homo sapiens), O75030; AlphaScreen MITF homodimerization, bead proximity signal; inhibition, % at 2.6 µM; actives 0.91% (n = 650,000); AID 1259374, 2018; in the data active = inhibition above about 50%;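 note: 0% = vehicle wells with protein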
# Target sequence (O75030 whole entry, looked up): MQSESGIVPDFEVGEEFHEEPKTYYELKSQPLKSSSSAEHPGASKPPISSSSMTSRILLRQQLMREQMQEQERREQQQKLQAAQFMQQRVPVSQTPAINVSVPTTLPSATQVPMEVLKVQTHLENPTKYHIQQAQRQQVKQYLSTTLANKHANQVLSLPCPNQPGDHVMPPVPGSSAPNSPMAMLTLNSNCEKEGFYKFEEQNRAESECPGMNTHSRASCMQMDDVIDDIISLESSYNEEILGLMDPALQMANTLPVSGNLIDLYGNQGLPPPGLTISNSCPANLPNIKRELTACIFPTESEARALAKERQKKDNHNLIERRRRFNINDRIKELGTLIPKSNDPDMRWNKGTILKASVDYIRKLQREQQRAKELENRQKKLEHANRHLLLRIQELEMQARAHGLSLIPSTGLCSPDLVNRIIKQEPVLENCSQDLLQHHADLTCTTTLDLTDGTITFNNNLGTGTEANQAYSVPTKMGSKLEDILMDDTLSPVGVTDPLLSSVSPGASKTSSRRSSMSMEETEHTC
# FBW7 activator = FBW7 E3 ligase activators, primary screen, biochemical, AlphaScreen, human; F-box/WD repeat-containing protein 7 (Homo sapiens), Q969H0; AlphaScreen FBW7–phospho-cyclin E peptide binding, activator screen; normalized activity (activation), % at 26.1 µM; actives 0.13% (n = 650,000); in the data active = normalized activity above about 1.9%;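 note: purified mutant Fbw7 with reduced substrate affinity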
# * hit, by the source's call.
Structure	GPR151 ag	TEAD-YAP inh	MITF primary	FBW7 activator
Cc1c(C(=O)Nc2c3c(nn2-c2cccc(Cl)c2)CSC3)cccc1[N+](=O)[O-]	0.7	1	3	0.2
CCOc1ccc(C(=O)Nc2ccc(-c3cc4ccccc4oc3=O)c(C)c2)cc1Cl	1.3	4	-17	0.0
CC(=O)N(Cc1cccs1)C1(C(=O)NC2CCCC2)CCCCC1	2.6	3	4	0.5
COc1ccccc1N1CCN(C(c2cccs2)c2nnnn2C(C)(C)C)CC1 (configuration not stated)	-0.9	-6	2	-0.1
CCOc1ccccc1N1C(=O)c2nccnc2C1=O	-0.8	2	2	0.1
COc1ccc(/C=C(\C#N)[N+](=O)[O-])cc1	-1.0	7	-3	-0.1
Cc1ccc(/C=C(\C#N)C(=O)N2CCCC2)o1	0.5	-12	12	0.1
CN(C)P(=NC(=O)COc1ccccc1)(N(C)C)C12CC3CC(CC(C3)C1)C2	-0.8	-7	10	0.2
CCNC(=O)c1sc2cccc(Cl)c2c1Cl	0.7	9	5	0.3
N#Cc1c(-c2cccs2)cc(C2CC2)nc1SCc1ccccc1	-0.3	-13	-11	0.3
O=C(O)c1ccccc1Nc1cc(Cl)nc(Nc2ccccc2C(=O)O)n1	0.9	-8	40	0.6
Cc1cc2oc(=O)cc(COC(=O)Cn3cnnn3)c2cc1C(C)C	1.2	0	21	0.6
CCS(=O)(=O)N1CCN(C2CCC(c3ccccc3)CC2)CC1 (configuration not stated)	-0.2	5	39	0.1
CCCOc1ccc(CNC(=O)Cn2nc(C)n3cccc3c2=O)cc1	1.5	4	8	0.2
Cc1cc2ncc3c([n+]2o1)/C(=C/c1ccccc1)CC3	1.1	-39	16	0.2

# Next part; the last 5 above are carried over.
Structure	GPR151 ag	TEAD-YAP inh	MITF primary	FBW7 activator
O=C(O)c1ccccc1Nc1cc(Cl)nc(Nc2ccccc2C(=O)O)n1	0.9	-8	40	0.6
Cc1cc2oc(=O)cc(COC(=O)Cn3cnnn3)c2cc1C(C)C	1.2	0	21	0.6
CCS(=O)(=O)N1CCN(C2CCC(c3ccccc3)CC2)CC1 (configuration not stated)	-0.2	5	39	0.1
CCCOc1ccc(CNC(=O)Cn2nc(C)n3cccc3c2=O)cc1	1.5	4	8	0.2
Cc1cc2ncc3c([n+]2o1)/C(=C/c1ccccc1)CC3	1.1	-39	16	0.2
Cc1c(NC(=O)C(C)OC(=O)c2cccc(OC(F)F)c2)c(=O)n(-c2ccccc2)n1C (configuration not stated)	-1.0	2	2	0.9
CCN1CCN(C(=O)Cn2c(=O)c3cccn3c3cccnc32)CC1	-0.9	1	4	-0.3
Cc1cc(Cl)cc(Cl)c1OCC(=O)Nc1ccc(O)c(-c2nc3ccccc3s2)c1	1.7	-3	-1	0.1
Cc1cccc(NC(=O)CN2CCCC(c3nc4ccccc4[nH]3)C2)c1C (configuration not stated)	0.3	9	-3	0.1
c1ccc(OCCNc2nc(Nc3ccccn3)nc3c2ncn3-c2ccccc2)cc1	0.4	11	-1	0.0
c1csc(CNCc2cn[nH]c2-c2cccs2)c1	1.7	-3	-9	-0.1
C=CC(=O)Nc1ccc(Br)c(C)c1	-1.2	62*	4	0.1
C=CCn1c(=NC(=O)c2ccc([N+](=O)[O-])s2)sc2cc(S(C)(=O)=O)ccc21	3.3	-7	0	0.2
Cc1c(NC(=O)c2cc3ccccc3o2)cccc1-c1nc2cc(Cl)ccc2o1	0.2	12	9	0.2
COc1ccc(-n2nc(C(=O)NCC(=O)Nc3ccc(OC)c(Cl)c3)c3ccccc3c2=O)c(OC)c1	0.1	0	-8	-0.2
COCCCNC(=O)c1cccc(N2CCCC2=O)c1	0.6	-9	3	-0.2
CS(=O)(=O)N(CC(=O)N1CCCC1)c1ccccc1Cl	-0.7	-3	-8	-0.2
Cc1cccc(-c2noc(CCC(=O)NC(C)(C)C)n2)c1	-1.1	-26	1	0.1
CCCCOC(=O)C(C)OC(=O)c1ccc([N+](=O)[O-])c(C)c1 (configuration not stated)	0.2	4	-2	0.0
CCOC(=O)C1=C(C)N=c2s/c(=C\c3ccc(OCc4ccc(Cl)cc4Cl)c(OC)c3)c(=O)n2C1c1ccc2c(c1)OCO2 (configuration not stated)	0.1	5	-2	0.0

# 3 entries out of the list, ordered by length of the SMILES, rising.
Structure	GPR151 ag	TEAD-YAP inh	MITF primary	FBW7 activator
CS(=O)(=O)N(CC(=O)N1CCCC1)c1ccccc1Cl	-0.7	-3	-8	-0.2
CCN1CCN(C(=O)Cn2c(=O)c3cccn3c3cccnc32)CC1	-0.9	1	4	-0.3
Cc1c(NC(=O)c2cc3ccccc3o2)cccc1-c1nc2cc(Cl)ccc2o1	0.2	12	9	0.2

# (next part)
Structure	GPR151 ag	TEAD-YAP inh	MITF primary	FBW7 activator
N#Cc1cccc(NC(=O)C[n+]2c(N)sc3ccc4ccccc4c32)c1	0.2	43*	-2	0.1
CC(C)N(CCNC(=O)C1CCN(c2ccc(NCc3ccc4c(c3)OCO4)nn2)CC1)C(C)C	-0.2	-4	9	-0.1
COc1cc(/C=c2/sc3nc4ccccc4n3c2=O)ccc1OCC(=O)O	-2.5	10	13	-0.1
COc1ccc([N+](=O)[O-])cc1S(=O)(=O)N1CC2C3C=CC(C3)C2C1 (configuration not stated)	-0.6	0	-2	0.0
Cc1ccc2nc(NC3=NC(C(=O)Nc4ccccc4)CC(=O)N3)nc(C)c2c1 (configuration not stated)	0.9	0	13	-0.1
O=C(NC1CCN(Cc2ccccc2)CC1)c1cnc(Nc2ccc(N3CCOCC3)cc2)s1	-1.0	-12	10	-0.2
COc1cc(CO)ccc1OCC(=O)Nc1ccc(F)cc1	-3.2	-50	17	0.9
C/C(CC(=O)Nc1cc(C)ccn1)=N\NC(=O)COc1ccc(C)cc1	-1.1	-11	17	-0.1
O=C(Nc1ncccc1O)c1c(O)c2cccc3c2n(c1=O)CCC3	-1.5	-5	5	-0.2
Nn1c(SCc2cc(=O)n3c(n2)sc2ccccc23)nnc1C1CC1	0.9	-4	21	0.1
CC1(C)CC(=O)c2sc(NC(=O)c3ccccc3)c(C#N)c2C1	1.8	-41	-12	-0.1
O=C1C=C(c2cccc([N+](=O)[O-])c2)C(=O)N1c1ccc(Cl)cc1	-1.0	0	-3	-0.1
Cc1nc2cc(N3CCN(C)CC3)c(NC(=O)C(C)(C)C)cc2c(=O)n1Cc1ccccc1	0.0	0	8	-0.1
NC(=O)CNC(=O)Cc1ccccc1	-0.4	1	12	0.0
COc1cccc(NC(=O)CCC2CCN(C(=O)c3ccsc3)CC2)c1	-1.3	4	15	0.2
Cc1cccc(C)c1N1C(=O)CCC1=O	0.5	-4	11	0.1
c1ccc(CN2CCC(Nc3nc(Nc4ccccc4)nc4c3ncn4-c3ccsc3)CC2)cc1	-0.6	8	8	-0.2
O=C(Nc1ccc(Br)cc1F)c1cc(S(=O)(=O)NCCc2ccccc2)ccc1F	-1.2	4	0	-0.1
CCOc1ccc(NC(=O)COc2ccc3oc4c(c3c2)CCCC4)cc1	0.8	2	-3	-0.1
CCc1ccc(NC(=O)CCS(=O)(=O)c2ccc3c(c2)SCC(=O)N3)cc1	-1.8	9	7	-0.1
CCNS(=O)(=O)c1ccc(Cl)c(Cl)c1	-0.5	4	56*	0.0
COc1ccc(N2CCN(c3ncnc4sc(C(=O)Nc5ccc(Cl)cn5)c(C)c34)CC2)cc1	0.0	4	-7	0.0
CC1(C)CC(=O)C2=C(C1)N(c1ccc(F)cc1)C(=O)CC2c1cccs1 (configuration not stated)	-0.7	-3	14	-0.1
CCN(Cc1ccccc1)/C(=N/O)c1ccc(OC)cc1	1.2	-12	7	0.1
CN(C)C(=O)c1cc(Nc2ccc3[nH]ncc3c2)ccn1	-0.3	-6	-4	0.0
Cc1ccc(Cl)cc1NC(=O)CN(c1cccc(Cl)c1)S(C)(=O)=O	-0.9	7	4	0.1
COc1cccc(-c2nc3ccccc3c(=O)n2NC(=O)c2ccc(OC)c([N+](=O)[O-])c2)c1	1.6	1	4	0.0
O=C1NCN(c2ccccc2)C12CCN(c1nnnn1-c1ccccc1)CC2	-0.5	-18	9	1.3
Cc1ccccc1-n1c(SCCc2ccccc2)nc2ccccc2c1=O	-1.5	-3	23	0.0
COC(=O)c1ccc(N2CC(C(=O)OCc3ccc(Cl)c(Cl)c3)CC2=O)cc1 (configuration not stated)	-0.6	5	16	0.3
CC(=O)N1N=C(c2ccccc2)CC1c1ccccc1[N+](=O)[O-] (configuration not stated)	-1.0	-2	2	-0.1
CCCNc1nc(Nc2cccc(N(C)C)c2)nc2cc(OC)c(OC)cc12	-0.4	-5	10	-0.2
O=C(O)/C=C/C(=O)Nc1ccc(SC(F)F)cc1	-0.8	1	56*	-0.1
CCN1c2ncccc2C(=O)NC12CCN(C(=O)c1ccc3c(c1)OCCO3)CC2	-0.2	5	3	0.0
C=CCNC(=O)/C(=C/c1ccc(OC)cc1)NC(=O)c1ccccc1	-1.6	1	11	0.3
CC(=O)NC1=C(C(=O)c2ccccc2)N(C)S(=O)(=O)c2ccccc21	-0.1	4	9	0.3
CN1C(=O)OC2(C)CCc3ccccc3C12C (configuration not stated)	5.0*	5	-10	0.0
COc1ccc(-c2nsc3c(N4CCC(C(N)=O)CC4)ncnc23)cc1	-1.4	39*	2	0.2
COc1cccc2cc(-c3nc4ccccc4[nH]3)/c(=N/c3sc4c(c3C(N)=O)CCCC4)oc12	-2.0	-44	-5	-0.3
CCOc1ccc(-c2ccc(/C=C3\SC(=S)N(CC(=O)O)C3=O)o2)c([N+](=O)[O-])c1	0.0	3	7	-1.0
O=C(Nc1cccc(F)c1)c1cccc(C(=O)Nc2cccc(F)c2)n1	0.1	10	6	0.0
CCN(CC)C(=O)Cn1cc(/C=C(\C#N)C(=O)NC2CCCC2)c2ccccc21	-1.7	-1	14	0.7
CCOc1ccc(N2CCN(C(=O)/C=C/c3ccc4c(c3)OCO4)CC2)nn1	1.3	-6	-18	0.2
CC1CCC(Nc2nc(=S)[nH]c3ccccc23)CC1 (configuration not stated)	-1.5	11	9	0.1
CCOC(=O)CNNC(=O)COc1ccc(Cl)cc1Cl	-0.6	2	-5	-0.1
COc1ccccc1CNC(=O)CSCc1ccc(Br)cc1	1.1	-9	1	-0.1
Cc1cc(C)cc(NC(=O)c2cc(S(=O)(=O)NCc3ccccc3)ccc2F)c1	-0.5	0	6	0.0
O=C(Nc1nc2ccccc2s1)c1ccc([N+](=O)[O-])cc1Cl	-5.1	25	11	0.1
O=C(CCCCC(=O)N/N=C/c1ccccc1[N+](=O)[O-])N/N=C/c1ccccc1[N+](=O)[O-]	-0.5	-2	-6	-0.1
CCCOc1ccc(NC(=O)CC2C(=O)N(c3ccc(OC)cc3)C(=S)N2CCCN2CCC(Cc3ccccc3)CC2)cc1 (configuration not stated)	0.3	3	24	-0.1
Cc1cc2nc(OC(C)(C)C)c3ccccc3n2n1	-0.6	7	4	0.1
COc1ccc(C(=O)Nc2nnc(S(=O)(=O)N(C)c3ccccc3C)s2)cc1	0.8	5	3	0.2
COc1ccc(C(C)(C)C)cc1NC(=O)COC(=O)c1ccc2c(c1)NC(=O)CS2	3.0	1	-12	0.0
O=C1C2C3C=CC(C2C(=O)N1Cc1ccc(F)cc1)C1C(=O)N(Cc2ccc(F)cc2)C(=O)C31 (configuration not stated)	-0.5	-13	-1	-0.2
CC(=O)/C(=N\Nc1ccccc1)N(/C(=N/Nc1ccccc1)C(C)=O)C(C)(C)C	-2.1	17	9	0.1
OCC1(Cc2ccccc2)CCN(Cc2cccn2-c2nccs2)CC1	0.8	7	0	0.1
Cc1ccc(Nc2nc(N3CCCCCC3)nc(N3CCOCC3)n2)cc1	0.0	-9	-5	0.0
COc1ccc(NC(=O)Nc2ccc3c(c2)OCC(C)(C)C(=O)N3CC(C)C)cc1	-0.1	-3	-3	-0.2
O=C(NC12CC3CC(CC(C3)C1)C2)c1cccs1	-0.4	-1	-4	-0.1
CCCCCC1CCC(c2ccc(C(=O)OCC(=O)c3ccc(-c4ccc(Br)cc4)cc3)cc2)CC1 (configuration not stated)	-1.6	11	20	0.0

# More records:
Structure	GPR151 ag	TEAD-YAP inh	MITF primary	FBW7 activator
COc1ccc(NC(=O)COc2ccccc2C(C)C)c(OC)c1	-1.0	-11	9	0.3
CCOC(=O)c1cc(=S)[nH]c(=O)[nH]1	-0.6	2	-19	-0.3
O=C(Nc1nnc(-c2ccncc2)o1)c1ccccc1F	-0.1	3	0	0.4
CCOc1ccc(NC2CC(=O)N(c3ccccc3OCC)C2=O)cc1 (configuration not stated)	1.1	-4	3	0.2
Cc1cccc(C(=O)Nc2nnc(C)s2)c1	-0.6	-21	8	-0.2
CS(=O)(=O)N(CC(=O)NCc1ccco1)c1cc(Cl)c(Cl)cc1Cl	-1.4	2	2	0.1
N/C(=N\OC(=O)c1cccc(Cl)c1)c1ccc(Br)cc1	0.0	1	-23	0.0
CN(CC(=O)Nc1ccccc1C(F)(F)F)CN1C(=O)NC2(CCCC2)C1=O	0.5	2	2	-0.1
